Compound activity deposited in PubChem BioAssay by several laboratories.
Fh CTSL1 inh: counter-screen for PFM18AAP inhibitors: inhibitors of F. hepatica cathepsin L1. recombinant F. hepatica cathepsin L1, Z-Leu-Arg-MCA fluorescence. inhibition, % at 5.96 µM. hit rate 0.49% among 300,000. AID 1906;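 active = inhibition above the mean of all tested compounds plus 3 SD, set per screening campaign, cut at about 17% in these data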;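 also: 0% = plate median of test compound wells and 100% = 1 µM Z-Phe-Ala-diazomethylketone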
EBNA-1 inh: blocks EBNA-1 binding to DNA; EBNA-1 DNA binding, fluorescence polarization; inhibition, % at 14.8 µM; hit rate 0.34% among 300,000; in the data active = inhibition above about 28%
Efflux pump mplx: antifungal efflux pump inhibition, Nile Red retention | S. cerevisiae Candida pump triplex | inhibition, % at 10 µM | hit rate 0.44% among 330,000 | AID 485275;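 active = plate passing quality check with inhibition over a set limit, or well fluorescence over plate mean plus 4 SD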;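 also: Nile Red retained in pooled yeast measured as flow cytometry median fluorescence; 0% = buffer negative control and 100% = Enniatin B positive control; higher means more Nile Red kept so more efflux inhibition; some compounds called inactive have numbers as strong as hits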
HCV core dimer: HCV core protein dimerization inhibition; inhibition, % at 5 µM; TR-FRET GST/Flag-core106 dimerization, 1536-well; hit rate 0.33% among 300,000;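 active = inhibition above the mean of all tested compounds plus 3 SD, set per screening campaign, cut at about 45% in these data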
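Assay system: tagged HCV core106 pair (GST and Flag); medium: KF-containing HEPES buffer, pH 7.45, DTT, CHAPS, BSA; also added: Eu donor and XL665 acceptor anti-tag antibodies; dosing: 5 µM single dose; timing: compound-protein-antibody incubation 4 h at 22.5 °C; signal: TR-FRET 671 and 617 nm emission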
PREPL inh: inhibits the human prolyl oligopeptidase-like enzyme. Q4J6C6. recombinant PREPL, fluorescence polarization activity-based probe. inhibition, % at 5.96 µM. hit rate 0.68% among 320,000; in the data active = inhibition above about 43%;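 also: 0% = enzyme with DMSO and 100% = wells lacking enzyme; many of its hits are not listed in these tables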
TPT1 inh: C. albicans TPT1 enzyme inhibition | inhibition, % at 5 µM | hit rate 0.81% among 300,000 | recombinant caTPT1, FP RNA substrate dephosphorylation | AID 1962;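 active = inhibition above the mean of all tested compounds plus 3 SD, set per screening campaign, cut at about 24% in these data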;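 also: plate controls were DMSO alone for no effect and ferristatin control at 100 nM for full effect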
ZTA counter: ZTA (EBV) inhibition in EBNA-1 counter-screen. ZTA-DNA binding, fluorescence polarization. P03206. hit rate 0.15% among 320,000. inhibition, % at 11 µM. AID 2234; in the data active = inhibition above about 33%
Target sequence (P03206 whole entry, looked up): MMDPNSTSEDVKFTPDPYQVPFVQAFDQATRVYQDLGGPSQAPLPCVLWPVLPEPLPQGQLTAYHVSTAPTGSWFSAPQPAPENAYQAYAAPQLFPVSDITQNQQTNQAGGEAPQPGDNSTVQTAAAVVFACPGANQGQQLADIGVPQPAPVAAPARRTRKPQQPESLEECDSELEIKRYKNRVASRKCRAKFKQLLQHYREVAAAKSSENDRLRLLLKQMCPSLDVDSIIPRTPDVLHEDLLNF
PP1 counter: PP1-alpha (human) inhibition in PP5 counter-screen. P62136. purified PP1alpha, OMFP fluorescence. inhibition, % at 6.7 µM. hit rate 0.9% among 320,000. AID 2235;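 active = inhibition above the mean inhibition of all tested compounds plus 3 SD, computed separately for each screening campaign, cut at about 15% in these data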
PP5 primary: inhibitors of human protein phosphatase 5 (PP5); purified PP5c, OMFP substrate fluorescence; inhibition, % at 6.7 µM; hit rate 0.18% among 320,000; AID 1987;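 active = inhibition above the campaign's mean inhibition across all tested compounds plus 3 SD, cut at about 9.5% in these data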;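 also: 0% = DMSO only and 100% = 100 µM cantharidin control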
Target sequence (P53041 whole entry, looked up): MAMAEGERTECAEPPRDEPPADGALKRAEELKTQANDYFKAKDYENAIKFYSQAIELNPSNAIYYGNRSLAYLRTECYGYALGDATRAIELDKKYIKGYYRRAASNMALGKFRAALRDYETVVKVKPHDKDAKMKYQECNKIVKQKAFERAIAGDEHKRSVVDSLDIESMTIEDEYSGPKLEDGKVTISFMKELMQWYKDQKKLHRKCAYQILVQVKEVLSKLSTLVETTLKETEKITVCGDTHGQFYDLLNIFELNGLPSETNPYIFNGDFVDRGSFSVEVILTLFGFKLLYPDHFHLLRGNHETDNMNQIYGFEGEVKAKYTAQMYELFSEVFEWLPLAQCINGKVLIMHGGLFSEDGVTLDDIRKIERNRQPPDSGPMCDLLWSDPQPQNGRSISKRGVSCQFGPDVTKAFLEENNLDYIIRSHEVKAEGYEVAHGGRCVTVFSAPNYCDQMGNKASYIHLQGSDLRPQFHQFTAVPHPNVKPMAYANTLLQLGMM
* hit, by the source's call; / = no result given. These rows are one share of the data. The share of hits here may be higher or lower than overall.

SMILES | Fh CTSL1 inh | EBNA-1 inh | Efflux pump mplx | HCV core dimer | PREPL inh | TPT1 inh | ZTA counter | PP1 counter | PP5 primary
Cc1ccc(C)c(OCCC(=O)Nc2cccc(S(=O)(=O)NC3=NCCCCC3)c2)c1 | / | / | 0.2 | / | 35.0 | / | -6.4 | -3.4 | 2.4
CC(C)NC(=O)[C@@H]1C[C@@]1(C)[C@@H](NC(=O)OCc1ccccc1)c1ccccc1 | 2.1 | -0.7 | 0.0 | 5.0 | -3.9 | -1.1 | -10.9 | -1.2 | 1.9
O=C(CSc1ccc(Cl)cc1)N1CCOCC1 | -2.7 | 3.4 | -0.1 | -4.9 | 1.7 | -5.0 | -14.3 | -2.5 | -1.6
CCOC(=O)c1c(C)c(C)n(Cc2ccc(OC)c(OC)c2)c1C | 4.7 | 1.4 | -0.1 | 7.8 | 8.7 | -3.8 | 2.1 | -1.9 | 2.4
Cc1ccc(S(=O)c2ccc(NC(=O)C3CC3)cc2C#N)cc1 (centres undefined) | -4.7 | 3.5 | -0.1 | 0.1 | -11.7 | -4.5 | 18.8 | -2.4 | -2.1
COc1cccc(-c2coc3cc4oc(=O)c(CC(=O)O)c(C)c4cc23)c1 | -0.6 | 14.4 | -0.2 | -3.0 | -3.1 | -2.5 | 5.3 | 1.7 | 2.8
COc1ccc(C(CNC(=O)c2cc(=O)[nH]c3ccccc23)N2CCCC2)cc1 (centres undefined) | 0.1 | 14.5 | -0.1 | -2.0 | -38.5 | -2.7 | -6.1 | -2.0 | 1.0
Cc1cc(NC(=O)Nc2ccc3c(ccn3C)c2)sn1 | -2.5 | -0.6 | -0.1 | -5.9 | 15.3 | 0.5 | -0.8 | 2.9 | 0.6
CCN(CC)CCCNC(=O)CCc1c(C)n(CC)c2cc(-c3ccccc3OC)nn2c1=O | -0.6 | 16.4 | -0.1 | 5.0 | 3.0 | -1.6 | 3.8 | -0.4 | -0.8
COc1ccc(N/C=C(\C(C)=O)c2ccc(OC)c(OC)c2)cc1OC | -1.9 | -14.0 | 0.1 | -5.3 | 8.9 | -12.5 | -8.5 | 1.6 | 3.9
Cc1cc(C)c(S(=O)(=O)N2CCN(c3ccccc3)CC2)c(C)c1 | -1.6 | 9.7 | -0.2 | 4.0 | -0.7 | 2.4 | 6.3 | 3.0 | 2.5
CSc1nnc2c(n1)OC1(Nc3ccccc3-2)C(=O)Nc2ccccc21 (centres undefined) | -0.8 | 0.2 | 0.1 | -0.2 | 0.8 | 1.7 | 12.5 | 0.8 | 0.1
CC1CCCC(C)N1C(=O)COC(=O)Cc1ccc(Cl)cc1 (centres undefined) | 4.7 | -12.0 | 0.0 | 3.2 | 16.4 | 2.0 | 8.1 | -7.3 | 2.7
CCOC(=O)C1(Cc2ccccc2)CCN(Cc2cccc3nccnc23)CC1 | 4.4 | -1.2 | -0.1 | -12.4 | -0.1 | -3.3 | -28.1 | -3.9 | 1.4
Cc1occc1C(=O)NCCc1cccc(Cl)c1 | 0.3 | -2.8 | -0.1 | 7.2 | -2.1 | -0.8 | 6.1 | -4.1 | 3.5
NS(=O)(=O)c1ccc(Sc2ccc3ccccc3c2)nc1 | -3.4 | -8.9 | 0.1 | -9.6 | 8.3 | 1.0 | -7.4 | 4.1 | 3.8
CCC(CO)Oc1cc(NC(=O)c2cccc(Cl)c2)c2ncn(C(C)C)c2c1 (centres undefined) | / | / | 0.0 | / | 14.9 | / | -5.8 | 1.3 | 3.3
COc1ccc(/C=N/N(C)c2cc(=O)n(C)c(=O)[nH]2)cc1OC | 0.4 | -4.9 | 0.1 | -4.2 | 6.9 | 0.9 | -17.2 | 2.2 | 3.9
CC(=O)/C(=N/Nc1ccccc1[N+](=O)[O-])N1CCCc2ccccc21 | 7.5 | 0.7 | 0.0 | 3.6 | 4.6 | -2.8 | 8.0 | -2.9 | -1.2
CCc1nnc(N/N=C/c2ccc(N3CCC(C)CC3)c([N+](=O)[O-])c2)n1N | -6.9 | -1.1 | 0.4 | -10.4 | 3.4 | 1.7 | 4.9 | 5.3 | 3.4
CCC(C)(C)C1CCC(=NNC(=S)Nc2cccnc2)CC1 (centres undefined) | 13.1 | -2.0 | 0.0 | -2.0 | -4.9 | -4.1 | 8.0 | -7.0 | -0.1
COCCNC(=O)CCCn1c(=O)c2cc(OC)c(OC)cc2n(CC(=O)NCCC2=CCCCC2)c1=O | 4.8 | 5.0 | -0.1 | 8.0 | 1.1 | 2.4 | 13.5 | -2.4 | -1.0
COc1cc(-c2nn3c(-c4ccccc4)nnc3s2)cc(OC)c1OC | 3.7 | 0.2 | 0.2 | 2.8 | 18.4 | -0.4 | -8.6 | 0.3 | 4.4
CCOc1ccc(NC(=O)CC(=O)Nc2ccc(OCC)cc2)cc1 | -0.4 | 42.0* | 0.2 | 2.5 | 1.6 | -1.6 | -0.3 | -3.9 | 0.5
N#C/C(=C/c1ccc(N2CCOCC2)o1)c1ccc(Cl)cc1 | 11.3 | -7.1 | -0.1 | -5.8 | 34.4 | 163.4* | -38.9 | 4.3 | 0.0

Compound profiles, from the list above.
Cc1cc(C)c(S(=O)(=O)N2CCN(c3ccccc3)CC2)c(C)c1 is listed as Fh CTSL1 inh = -1.6; EBNA-1 inh = 9.7; Efflux pump mplx = -0.2; HCV core dimer = 4.0; PREPL inh = -0.7; TPT1 inh = 2.4; ZTA counter = 6.3; PP1 counter = 3.0; PP5 primary = 2.5
CCC(C)(C)C1CCC(=NNC(=S)Nc2cccnc2)CC1 (centres undefined) is listed as Fh CTSL1 inh = 13.1; EBNA-1 inh = -2.0; Efflux pump mplx = 0.0; HCV core dimer = -2.0; PREPL inh = -4.9; TPT1 inh = -4.1; ZTA counter = 8.0; PP1 counter = -7.0; PP5 primary = -0.1

The listing picks up, repeating the 2 entries before the break.
SMILES | Fh CTSL1 inh | EBNA-1 inh | Efflux pump mplx | HCV core dimer | PREPL inh | TPT1 inh | ZTA counter | PP1 counter | PP5 primary
CCOc1ccc(NC(=O)CC(=O)Nc2ccc(OCC)cc2)cc1 | -0.4 | 42.0* | 0.2 | 2.5 | 1.6 | -1.6 | -0.3 | -3.9 | 0.5
N#C/C(=C/c1ccc(N2CCOCC2)o1)c1ccc(Cl)cc1 | 11.3 | -7.1 | -0.1 | -5.8 | 34.4 | 163.4* | -38.9 | 4.3 | 0.0
CCOc1ccc(N(C(C)C(=O)NC2CCCCCC2)S(C)(=O)=O)cc1 (centres undefined) | -2.7 | -11.8 | 0.1 | 0.7 | 26.3 | -1.2 | 4.2 | 0.2 | 3.2
Cc1ccccc1NC(=O)c1c2c(nc3ccccc13)CCC2 | 0.2 | -1.6 | 0.0 | 19.9 | -0.8 | 0.9 | 5.7 | -4.2 | 0.9
O=C(Nc1cccc([N+](=O)[O-])c1)c1ccc2c(c1)OCCO2 | -0.9 | 2.6 | 0.1 | -1.7 | 5.0 | -1.9 | 15.5 | -0.8 | 1.4
COC(=O)c1ccccc1NC(=O)CN(CCc1ccccc1)S(C)(=O)=O | 1.4 | -0.9 | 0.1 | 5.4 | -5.8 | 0.7 | 1.2 | -2.5 | 0.3
COc1ccc(OC)c(C2CC(=O)Nc3c2c(=O)[nH]c2ncnn32)c1 (centres undefined) | -1.4 | 3.3 | -0.1 | 1.4 | -0.7 | -1.5 | 13.1 | -4.5 | -1.9
Cc1ccc(-c2csc(NC(=O)Cn3[nH]c(=O)c4ccccc4c3=O)n2)cc1 | -12.3 | -10.1 | 0.1 | 37.4 | -19.5 | 2.9 | -10.8 | 2.1 | 1.7
COc1ccc(OC)c(C(=O)COC(=O)C2CC3CCCC(C2)C3=O)c1 (centres undefined) | -0.8 | -2.1 | 0.0 | 13.5 | 7.1 | -0.4 | -1.7 | 5.7 | 2.8
CCOc1ccccc1N1CCN(C(=O)[C@@H]2CCCN2C2=NS(=O)(=O)c3ccccc32)CC1 | / | / | -0.3 | / | 16.8 | / | -21.0 | 0.8 | 3.8
COc1ccc(C)cc1NC(=O)/C=C/c1ccc(OC)c(S(=O)(=O)N2CCOCC2)c1 | / | / | -0.2 | / | 5.4 | / | 5.5 | -3.4 | 3.1
CCn1c(=O)c2c(nc(SCC(=O)NC3CCCC3)n2C)n(C)c1=O | 1.3 | 8.1 | 0.0 | 6.1 | -2.6 | 0.3 | 6.6 | 4.2 | 0.7
COc1ccc(C2c3sc(=O)[nH]c3SC3C4CCC(C4)C23)cc1OC (centres undefined) | 1.8 | 8.1 | 0.8 | 18.1 | 5.2 | -2.7 | -4.2 | 4.8 | 4.9
COc1ccccc1N1CCN(CC(O)c2ccccc2)CC1 (centres undefined) | 0.3 | -14.7 | 0.3 | -0.7 | -2.3 | 2.0 | -1.8 | -1.6 | -5.7
COc1ccc(CNC2CCN(Cc3ccccc3)CC2)cc1 | 0.4 | -5.9 | -0.1 | -15.4 | 29.0 | -0.8 | -11.5 | -1.5 | 2.3
Cc1cc(C)nc(N(C#N)S(=O)(=O)c2ccccc2)n1 | -1.3 | -6.4 | 0.5 | -2.5 | 0.8 | -4.2 | -3.3 | 2.0 | -4.6
CC(Sc1nnc(C(C)Oc2ccccc2F)o1)C(=O)NCc1ccc2c(c1)OCO2 (centres undefined) | / | / | 0.0 | / | -4.0 | / | 0.0 | 1.6 | 4.2
Cn1c(C2CCCN2C(=O)OC(C)(C)C)n[nH]c1=S (centres undefined) | -0.9 | 2.6 | 0.1 | -1.3 | -4.2 | -5.7 | 2.0 | 0.8 | -0.4
Clc1ccc(N2COC3c4cccc5cccc(c45)C32)cc1 (centres undefined) | 1.4 | 4.7 | -0.1 | -5.2 | 17.4 | -5.6 | -6.2 | -1.5 | -0.5
Cc1ccc(-n2ncc3c2CCCC3NC(=O)CCc2cnccn2)cc1C (centres undefined) | 1.8 | -14.4 | -0.2 | 2.3 | -2.0 | 0.5 | -6.5 | -1.5 | 4.6
Nc1c(C(=O)Nc2cccc(Cl)c2Cl)sc2nc(-c3cccnc3)ccc12 | 8.5 | -0.2 | -0.1 | 38.0 | -5.5 | 15.6 | 4.5 | -0.9 | -0.3
CCN(CC)C1CC(=O)N(c2cccc(Cl)c2)C1=O (centres undefined) | -1.9 | 16.4 | -0.1 | 4.8 | 10.0 | -0.2 | 23.5 | 0.6 | -2.3
Cc1ccc(-c2nc(-c3ccncc3)no2)c(Cl)c1 | 7.9 | -4.8 | 0.3 | 4.7 | -8.4 | 2.9 | -4.4 | 0.9 | 4.6
O=C(NC1CCCCC1)C(c1ccc(O)c(O)c1)N(C(=O)Cn1nnc2ccccc21)c1cccc(O)c1 (centres undefined) | -0.1 | 0.3 | 0.0 | 2.2 | 12.4 | -3.0 | 7.2 | 3.1 | -1.6
CCN(CC)CCCN(C(=O)c1ccc(F)cc1)c1nc(-c2ccc(OC)cc2)cs1 | 0.3 | -18.3 | -0.1 | -9.7 | -16.0 | -4.2 | -7.3 | 1.6 | 3.1
